DNA FID counter – displaces DNA intercalator in HCV helicase counter-screen; DNA fluorescent intercalator displacement, fluorescence; inhibition, % at 7.9 µM; 290,000 compounds, 0.17% hits; AID 1845; in the data active = inhibition above about 37%;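 note: 0% = vehicle and 100% = reference compound; higher means more ethidium bromide displaced from hairpin DNA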
IDE cell inh – cellular human IDE inhibition. P14735. HEK cells, FAbetaB cleavage, fluorescence polarization. inhibition, % at 5.59 µM. 320,000 compounds, 0.41% hits. AID 434962;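 active = percent inhibition above the average of all tested compounds plus 3 SD, set per screening campaign, cut at about 16% in these data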;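 note: IDE supplied by intact live HEK cells; FP after avidin binding of uncleaved biotin substrate so inhibition keeps polarization high; 0% = DMSO wells and 100% = 60 µM reference IDE inhibitor Ii1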
VIM-2 inhibitor – blocks Pseudomonas aeruginosa VIM-2 metallo-beta-lactamase; purified VIM-2, nitrocefin hydrolysis, epi-absorbance fluorescence; inhibition, % at 5.6 µM; 290,000 compounds, 0.89% hits; AID 1527;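 active = inhibition above the mean of all tested compounds plus 3 SD, cutoff set per screening run, cut at about 7.5% in these data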;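 note: red hydrolysis product quenches plate fluorescence so inhibitors raise well fluorescence; 0% = enzyme with DMSO and 100% = DMSO without enzyme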
SUMO HTRF inh – SUMOylation inhibition; P63279; HTRF SUMOylation assay, SAE1/SAE2 + UBC9, in vitro; inhibition, % at 35 µM; 290,000 compounds, 0.36% hits; AID 2006; in the data active = inhibition above about 50%, passing the limit was not always enough; note: strong numbers were not always called active
PfM18AAP inh – PfM18AAP enzyme inhibition; recombinant PfM18AAP, H-Glu-NHMec fluorogenic cleavage; inhibition, % at 7.35 µM; 290,000 compounds, 1.2% hits; AID 1822;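 active = inhibition above the campaign mean inhibition over all tested compounds plus 3 SD, cut at about 28% in these data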;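 note: 0% = plate median of test compound wells and 100% = 2 mM ZnCl2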
HCV NS3 hel inh – blocks Hepatitis C virus NS3 helicase unwinding | inhibition, % at 10.9 µM | AID 1800 | NS3 helicase DNA unwinding, Cy5 molecular beacon fluorescence | 290,000 compounds, 0.56% hits;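 active = inhibition above the mean of all tested compounds plus 3 SD, set per campaign, cut at about 35% in these data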;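 note: 0% = DMSO wells and 100% = thioflavine S control wells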
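Measured by: Cy5 fluorescence, 0 and 60 min reads / Assay system: NS3 helicase fragment of HCV / Control set: low DMSO, high thioflavine S at 110 µM / Times: 1 h reaction at 25 °C, ATP-initiated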
IDE cell activ – boosts human insulin-degrading enzyme activity in HEK cells; 340,000 compounds, 0.073% hits; activation, % at 5.96 µM; FAbeta-B cleavage, fluorescence polarization; 0% vehicle, 100% cell-free pure enzyme wells; AID 493087;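 active = activation above the mean of all tested compounds plus 3 SD, set per screening campaign, cut at about 17% in these data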
p-CIP stab down – p/CIP protein destabilization | Q05BA5 | F442A p/CIP-EGFP cells, EGFP fluorescence, 16 h | decrease of EGFP signal, % at 10 µM | 290,000 compounds, 0.01% hits | AID 1984;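 active = EGFP signal decrease of at least 30% at 10 µM or well 3 SD below plate mean, unless failing retest; inactive = the rest, including hits failing retest or dose response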; note: some compounds called inactive have numbers as strong as hits; many of its hits are not listed in these tables
Target sequence (Q05BA5 1-1403): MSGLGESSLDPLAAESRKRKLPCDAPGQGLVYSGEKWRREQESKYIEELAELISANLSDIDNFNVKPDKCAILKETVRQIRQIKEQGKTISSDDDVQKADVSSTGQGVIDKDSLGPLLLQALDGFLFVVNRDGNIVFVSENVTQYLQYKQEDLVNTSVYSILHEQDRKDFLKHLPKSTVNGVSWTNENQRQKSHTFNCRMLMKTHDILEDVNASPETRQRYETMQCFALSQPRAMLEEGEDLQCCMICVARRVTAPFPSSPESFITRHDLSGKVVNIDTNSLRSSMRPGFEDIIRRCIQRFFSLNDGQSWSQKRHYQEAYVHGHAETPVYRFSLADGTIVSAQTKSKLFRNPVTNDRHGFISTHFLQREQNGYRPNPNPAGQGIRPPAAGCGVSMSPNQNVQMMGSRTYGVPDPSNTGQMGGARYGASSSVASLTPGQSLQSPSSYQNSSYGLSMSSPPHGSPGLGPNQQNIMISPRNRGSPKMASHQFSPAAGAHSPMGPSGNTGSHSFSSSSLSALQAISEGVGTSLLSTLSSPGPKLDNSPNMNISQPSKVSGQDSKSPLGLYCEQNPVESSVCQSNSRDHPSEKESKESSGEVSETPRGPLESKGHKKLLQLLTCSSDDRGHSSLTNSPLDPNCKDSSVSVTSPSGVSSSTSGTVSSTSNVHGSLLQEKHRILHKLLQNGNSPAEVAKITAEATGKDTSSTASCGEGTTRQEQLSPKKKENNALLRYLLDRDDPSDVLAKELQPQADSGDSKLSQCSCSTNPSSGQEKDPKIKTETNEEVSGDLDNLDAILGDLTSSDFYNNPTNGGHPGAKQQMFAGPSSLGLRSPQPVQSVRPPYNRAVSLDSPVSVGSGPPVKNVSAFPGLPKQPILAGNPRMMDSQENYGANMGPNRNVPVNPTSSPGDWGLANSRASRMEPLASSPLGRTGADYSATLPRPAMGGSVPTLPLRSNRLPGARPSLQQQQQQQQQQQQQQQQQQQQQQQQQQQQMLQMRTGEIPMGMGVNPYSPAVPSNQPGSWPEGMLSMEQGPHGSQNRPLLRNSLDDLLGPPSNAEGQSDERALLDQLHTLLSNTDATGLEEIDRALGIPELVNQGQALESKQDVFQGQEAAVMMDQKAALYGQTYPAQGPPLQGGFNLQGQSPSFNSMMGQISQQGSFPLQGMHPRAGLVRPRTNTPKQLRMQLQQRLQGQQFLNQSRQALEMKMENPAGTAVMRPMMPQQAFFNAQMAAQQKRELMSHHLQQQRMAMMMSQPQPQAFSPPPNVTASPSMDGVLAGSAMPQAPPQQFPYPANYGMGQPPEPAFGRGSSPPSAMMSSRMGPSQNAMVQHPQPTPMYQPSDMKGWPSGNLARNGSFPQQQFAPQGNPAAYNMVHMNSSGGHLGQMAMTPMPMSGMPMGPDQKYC
IMP-1 inh – inhibitors of Pseudomonas aeruginosa IMP-1 metallo-beta-lactamase | purified IMP-1, nitrocefin hydrolysis, epi-absorbance fluorescence | inhibition, % at 5.6 µM | 290,000 compounds, 0.45% hits | AID 1556;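 active = inhibition above the mean plus 3 SD of all compounds in the same screening run, cut at about 4.5% in these data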;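 note: 0% = IMP-1 with DMSO and 100% = DMSO wells lacking enzyme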
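Assay system: purified IMP-1; Quantity: IMP-1 0.2 nM before substrate addition; Medium: HEPES buffer pH 7.1 with ZnSO4 and Brij 35; Incubation: 15 min enzyme–compound preincubation, then 25 min nitrocefin reaction, 25 °C; Signal: fluorescence quenching readout, ex 480/em 530 nm; Controls: DMSO with and without IMP-1; Repeats: singlicate testing.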
Active calls of the source: *; . = no result given. Rows are unselected, and some 3.6% of all compounds hit somewhere here.

item	compound	DNA FID counter	IDE cell inh	VIM-2 inhibitor	SUMO HTRF inh	PfM18AAP inh	HCV NS3 hel inh	IDE cell activ	p-CIP stab down	IMP-1 inh
1	CCO[C@H]1OC(C(=O)N2CCN(Cc3ccccc3)CC2)=C[C@@H](c2cn(C(C)=O)c3ccccc23)[C@@H]1CCCO	-29	-4	-0.7	-5	-5	-13	-3	-10	-2.1
2	COc1ccc(N=C(NN)c2ccc3ccccc3n2)cc1	-18	3	-2.8	-5	27	-7	3	-4	-1.6
3	O=C(NC(=S)Nc1ccccn1)c1cc(-c2ccccc2)nc2ccccc12	-8	1	-4.2	14	5	-1	1	-21	-4.6
4	Cc1ccc(C(=O)c2oc3ccccc3c2NC(=O)c2cc(-c3ccccc3O)n[nH]2)cc1	-5	-1	-1.2	26	-13	7	-6	-10	-0.7
5	CN1CCc2c(c3c(n2C)CCN(C)C3c2ccc(F)cc2)C1c1ccc(F)cc1 (configuration not stated)	1	-1	-1.9	20	-3	5	7	-11	-0.5
6	O=S(=O)(Nc1ncn[nH]1)c1ccc2ccccc2c1	-1	4	-3.5	4	51*	-8	3	-3	-3.8
7	CCOC(=O)Cn1c(=NC(=O)CSC(C)=O)sc2cc(OC)ccc21	-4	6	-0.4	-1	-2	2	5	4	-1.8
8	Cc1cc(C)c(NC2=NCC(=O)N2C2CCCCC2)c(C)c1	-6	2	-0.9	3	-3	-3	2	-20	-0.9
9	CC(C)(C)NS(=O)(=O)c1cccc2nsnc12	-2	0	1.6	.	2	2	.	.	-0.3
10	O=C1NC(=O)C(Nc2cccc3ccccc23)S1 (configuration not stated)	-4	5	0.3	16	5	7	0	-2	1.7
11	CCOC(=O)c1c(NC(=O)CN2CCN(c3ccc(Cl)cc3)CC2)sc(C)c1C	0	-4	-0.2	10	3	6	10	-2	-0.6
12	CCOC(=O)N1CCN(C(=O)c2ccc3c(=O)n(-c4ccccc4F)c(=S)[nH]c3c2)CC1	-31	-3	-2.3	19	-7	9	-5	6	-3.8
13	O=C(CSCc1ccccc1F)NCc1ccc(F)cc1	-10	-5	1.4	15	-10	-7	4	-4	0.5
14	CN(C(=O)c1ccncc1)c1nnc(-c2ccccn2)s1	0	6	-1.5	6	-8	-2	5	-4	-2.6
15	Nc1nc(NC(=O)CCC(=O)O)nn1-c1ccccc1	-2	-3	-2.4	-8	-1	-14	3	-5	-1.2
16	Cc1ccc(-c2nn(C)c(=O)c3ccccc23)cc1S(=O)(=O)NCCN(C)C	12	-2	37*	11	2	-9	7	-4	-2.6
17	CCc1ccc(N2CCN(C(=O)c3ccc(OC)c(OC)c3)CC2)cc1	-24	13	3.7	2	5	-10	-15	8	-1.2
18	Cc1ccc(S(C)(=O)=O)cc1S(=O)(=O)Nc1ccccc1	3	0	-0.6	-9	2	3	-4	2	-3.0
19	CCc1ccccc1NC(=O)CSc1nnc(-c2ccco2)n1N	3	3	-1.3	9	3	4	2	-7	-3.8
20	CCOc1cc(/C=N/NC(=O)c2cccs2)ccc1OC(=O)N1CCOCC1	-27	5	-4.5	0	3	3	-2	-11	-1.7
21	CCCN1CCN(C(=O)c2cc(COc3ccc(F)c(F)c3)on2)CC1	-10	0	-0.6	4	1	-6	0	6	-1.2
22	CCC(C)c1ccc(-n2c(=O)c3ccccc3n3c(=S)[nH]nc23)cc1 (configuration not stated)	-12	-1	-4.6	5	18	0	7	-6	-4.3
23	Cc1c(Cl)c(C(F)(F)F)nn1CC(=O)NN	0	-1	-3.9	-4	3	-7	-1	3	-4.8
24	Cc1ccc(N(C)C(=O)C2CCCN2S(=O)(=O)c2ccc3c(c2)n(C)c(=O)c(=O)n3C)cc1 (configuration not stated)	-20	7	-2.0	16	-5	8	4	-4	-1.6
25	O=C(Nc1cnn(Cc2c(Cl)cccc2Cl)c1)C(c1ccccc1)c1ccccc1	-13	7	-5.1	-2	1	-26	1	-3	-7.4
26	O=C(CSc1ccccn1)N1CCCC(Nc2ccc(F)c(F)c2)C1 (configuration not stated)	-24	-1	0.1	8	3	9	-2	-11	-3.0
27	Cc1sc(NC(=O)c2ccccc2)c(C#N)c1-c1ccccc1	-5	7	-3.5	2	3	13	7	1	-3.3
28	COc1ccccc1N1CC(C(=O)Nc2nnc(SCC(=O)NCC3CCCO3)s2)CC1=O (configuration not stated)	-21	4	-1.8	12	1	6	-5	-16	-3.7
29	CC12CCC(c3n[nH]c(=S)nc31)C2(C)C (configuration not stated)	-8	-1	-2.2	4	25	5	-8	-9	-4.8
30	O=C(Cc1ccccc1)NCC(=O)Nc1cccc(Cl)c1	-3	-1	-0.9	0	-1	6	1	-8	-2.6
31	O=C(O)CCCn1nc(C(F)(F)F)c2c1CCCCC2	-8	5	-3.3	9	2	1	1	0	-3.2
32	O=C1C2C3C=CC(C3)C2C(=O)N1c1ccc(S(=O)(=O)Nc2nccs2)cc1 (configuration not stated)	-8	2	-1.1	16	-2	-2	5	-6	-1.2
33	CS(=O)(=O)N1CCN(c2cnn(-c3ccccc3)c(=O)c2Cl)CC1	-8	-4	-0.5	6	-4	7	0	-13	-3.6
34	CC(=O)NC(Cc1ccccc1F)C(=O)NC1CCN(C(=O)c2cnccn2)CC1 (configuration not stated)	-4	-3	-4.0	21	-6	3	-1	-12	-3.4
35	Cn1ncc(Br)c1C(=O)NC1CCCC1	-3	4	-5.0	0	-3	0	1	-14	-3.3
36	O=C(NCCCN1CCCC1=O)Nc1ccc([N+](=O)[O-])cc1	4	3	-0.7	-15	3	22	-2	5	-0.6
37	CCCCN1CCc2[nH]c(=S)[nH]c(=O)c2C1	-1	4	-1.1	-2	25	4	7	2	-3.2
38	Cc1cc(=O)oc2cc(OCC(=O)Nc3nnc(CC(C)C)s3)ccc12	-9	-3	-1.7	-4	-2	2	6	-10	-3.3
39	CCOC(=O)C(C(=O)Nc1ccccn1)C1CCCCC1 (configuration not stated)	-5	12	-1.7	2	-3	-3	4	3	-2.2
40	Cc1ccc(-c2nnn(CC(=O)N(CCO)C(C(=O)NC3CCCCC3)c3ccncc3)n2)o1 (configuration not stated)	-7	-2	-1.7	7	4	2	.	-30	-1.3

Profiles as entered above.
CCOC(=O)C(C(=O)Nc1ccccn1)C1CCCCC1 (configuration not stated) as listed: DNA FID counter = -5; IDE cell inh = 12; VIM-2 inhibitor = -1.7; SUMO HTRF inh = 2; PfM18AAP inh = -3; HCV NS3 hel inh = -3; IDE cell activ = 4; p-CIP stab down = 3; IMP-1 inh = -2.2
Cc1ccc(-c2nnn(CC(=O)N(CCO)C(C(=O)NC3CCCCC3)c3ccncc3)n2)o1 (configuration not stated) as listed: DNA FID counter = -7; IDE cell inh = -2; VIM-2 inhibitor = -1.7; SUMO HTRF inh = 7; PfM18AAP inh = 4; HCV NS3 hel inh = 2; IDE cell activ = .; p-CIP stab down = -30; IMP-1 inh = -1.3

Next section.
item	compound	DNA FID counter	IDE cell inh	VIM-2 inhibitor	SUMO HTRF inh	PfM18AAP inh	HCV NS3 hel inh	IDE cell activ	p-CIP stab down	IMP-1 inh
41	CCCn1nc(C(=O)Nc2cccc(C(=O)OC)c2)c2ccccc2c1=O	-17	-4	2.5	10	1	3	3	-14	-0.6
42	CCC(CC)C(=O)Nc1cc(C)cc(C)c1	-5	1	-0.5	5	-6	14	8	-6	-2.2
43	CCOC(=O)c1nnn(-c2nonc2N)c1CN(C)C1CCCCC1	-1	-4	-1.4	2	0	6	-4	-3	-2.2
44	Cc1ccccc1S(=O)(=O)N1CCN(C)CC1	-2	2	-1.0	16	-11	2	2	-10	-3.5
45	CC1=CC(C)C2C(=O)N(c3ccccc3)C(=O)C2C1 (configuration not stated)	-2	-2	-0.4	3	-14	8	5	6	1.4
46	C(=N\N1CCN(Cc2ccccc2)CC1)/c1cccs1	-4	-2	-6.1	-3	1	-17	3	2	-4.0
47	Cc1cc(C)n2nc(C(=O)OCC(=O)N(CC(C)C)CC(C)C)nc2n1	-9	1	-4.4	1	3	9	4	-12	-2.5
48	CCc1sc(-c2c(C#N)c(N)nc3c2CCCCCC3)cc1[N+](=O)[O-]	-1	4	-1.3	11	3	-2	8	-2	-4.1
49	O=C(O)CSc1nc(-c2ccccc2)c(-c2ccccc2)[nH]1	-14	4	-1.8	10	-7	9	0	-8	-5.7
50	COc1cc(NC(=O)c2ccc([N+](=O)[O-])o2)ccc1NC(=O)c1ccco1	-13	5	-2.0	.	-2	-3	4	-17	-3.5
51	Cc1ccccc1-n1c(=O)n(Cc2ccco2)c(=O)c2[nH]cnc21	-8	1	-0.9	10	-2	1	-3	-9	-1.4
52	C#CC[N+](C)(C)CC#Cc1ccccc1	6	7	-1.6	10	0	-17	4	13	-1.0
53	CC(=O)c1ccc2c(c1)OCCOCCOc1ccccc1OCCOCCO2	-23	-1	2.2	-1	-12	13	5	-2	1.8
54	CCN(Cc1ccccc1)S(=O)(=O)c1ccc(C(=O)Nc2nnc(-c3ccccc3OC)o2)cc1	-5	6	-2.7	46	0	5	0	3	-5.2
55	O=C(CCN1CCCCO1)N1CCCC(N2CCN(c3ccc(F)cc3)CC2)C1 (configuration not stated)	-22	2	-1.1	1	13	3	2	-4	-1.2
56	COc1ccc(Cn2nnnc2CN2CCC(O)(c3ccc(F)cc3)CC2)cc1	-30	-17	0.5	12	-12	13	6	-14	-3.5
57	COCc1cc(C)n(CC(=O)NC(C)c2ccccc2)c(=O)c1C#N (configuration not stated)	0	1	0.4	5	1	-6	2	-1	-4.8
58	O=C(NCC(=O)N(Cc1ccccc1)C(C(=O)NC1CCCC1)c1ccco1)c1ccco1 (configuration not stated)	-29	-1	-0.7	15	-2	1	8	-11	1.0
59	COc1ccc(CCNC(=O)c2ccc(NS(=O)(=O)c3c(C)noc3C)cc2)cc1OC	-21	5	0.2	14	6	4	2	3	0.1
60	COc1ccc(/C=C/C(=O)NC(=S)Nc2cc3oc4ccccc4c3cc2OC)cc1	-11	3	-0.4	11	-2	5	-3	0	-1.5

Screening data as filed in PubChem.
